# From PubChem
# GAA850 FXN act = FXN promoter activators, primary screen, cell-based, luciferase luminescence, HEK293 lucGAA850; HEK293 lucGAA850 FXN promoter luciferase reporter, 24 h; percent of 10 µM SAHA response; activation, % at 6 µM; 0.56% of 360,000 active; AID 540364, 2011;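 active = activation above the average of all compounds screened plus 3 SD, cutoff fixed separately per campaign, cut at about 7.5% in these data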;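 also: 0% = DMSO wells and 100% = 10 µM SAHA wells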
# DAX1 inh = DAX1 (NR0B1) inhibitors, primary screen, cell-based, HEK293, Gal4-DAX1, luciferase luminescence; Nuclear receptor subfamily 0 group B member 1 (Homo sapiens), P51843; HEK293 Gal4-DAX1 luciferase reporter; inhibition, % at 6.75 µM; 0.99% of 340,000 active;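 active = inhibition above the mean over all tested compounds plus 3 SD, cut at about 4.2% in these data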;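 also: 0% = DAX1-transfected cells with DMSO and 100% = empty-vector control cells with DMSO; inhibition shows as a rise in luminescence from relieved DAX1 repression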
# Target sequence (P51843 207-470 limits assumed): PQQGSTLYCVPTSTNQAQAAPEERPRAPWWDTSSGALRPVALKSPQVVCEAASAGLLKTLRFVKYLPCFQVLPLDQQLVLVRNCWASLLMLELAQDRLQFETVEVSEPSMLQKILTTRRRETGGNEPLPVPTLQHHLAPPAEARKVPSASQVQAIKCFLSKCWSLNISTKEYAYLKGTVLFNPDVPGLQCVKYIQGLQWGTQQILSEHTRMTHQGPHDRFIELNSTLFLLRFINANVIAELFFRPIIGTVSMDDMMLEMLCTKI
# Active calls of the source: *.
SMILES,GAA850 FXN act,DAX1 inh
O=C(Nc1ccccc1C(=O)N1CCOCC1)c1ccc(Br)cc1,0.6,0.3
O=C(c1ccco1)N1CCN(C(=O)c2cc3c(=O)oc4ccccc4c3s2)CC1,-1.0,-0.4
CCC(C)(C)NC(=O)C1CCC(CNS(=O)(=O)c2cccc3nsnc23)CC1 (centres undefined),-0.5,1.3
COC(=O)c1c(C)oc2ccc(N(C(=O)Oc3ccccc3)S(=O)(=O)c3ccc(Cl)c([N+](=O)[O-])c3)cc12,1.8,1.6
COc1ccc(-c2cc(C(=O)Nc3cnn(Cc4ccccc4C)c3)no2)cc1OC,-0.4,-0.7
N#Cc1ccc(-c2cccnc2)nc1SCC(=O)Nc1sc2c(c1C#N)CCC2,0.3,0.0
[O-]/[N+](=C\c1ccncc1)c1ccc(Br)cc1,7.0,0.9
O=C(Nc1ccc(N2CCCC2)cc1)C(Cl)c1ccccc1 (centres undefined),4.2,1.4
CC(=O)NC(c1ccco1)c1ccc2cccnc2c1O (centres undefined),-5.7,-1.4
CCOC(=O)c1c(N)n(C2CC(C)(C)NC(C)(C)C2)c2nc3ccccc3nc12,-0.3,0.1
CC1CCN(c2nc3ccccc3nc2C(C#N)C(=O)OC2CCCCC2)CC1 (centres undefined),-2.0,1.6
Nc1[nH]c(=O)[nH]c(=O)c1N=Cc1ccccc1,1.6,0.3
CC1=CC2=C(OC1N(C)C)c1cccc3cccc(c13)C2=O (centres undefined),-3.6,-0.7
Cc1ccc(Cn2c(=O)c3ccccc3n3c(CCC(=O)NCCN4CCOCC4)nnc23)cc1,1.5,0.9
O=C(Nc1cccnc1)c1noc2c1CCCCC2,-2.1,-0.8
O=C(COC(=O)c1ccc([N+](=O)[O-])s1)NCCc1ccccc1,1.0,-0.6
CNc1oc(Cc2ccccc2)nc1S(=O)(=O)c1ccccc1,3.2,1.8
COc1ccc(C(N)c2nccc3cc(OC)c(OC)cc23)cc1OC (centres undefined),1.3,0.4
C[C@@H]1C(c2cccc(Cl)c2)=NN(c2ccc(Br)cc2)[C@H]1C(=O)N1CCOC1=O,-2.5,-0.7
CC(C)C(NC(=O)C1CCCCC1)C(=O)NC1CCCC(C)C1C (centres undefined),0.5,0.6
CCN(CC)C(=O)[C@H]1C[C@H](CC(=O)NC/C=C(\C)CCC=C(C)C)C(=O)N2CCc3c([nH]c4cc(CCC(=O)N(C)C)ccc34)[C@]12C,-0.2,-1.3
Cc1nn(Cc2ccccc2)c(C)c1NC(=O)c1noc2c1CCc1ccccc1-2,-2.7,-1.6
CCn1c(=O)c([N+](=O)[O-])c(NCCc2ccccc2)c2ccccc21,-0.7,-1.6
O=C(c1cccc(F)c1)N1CCN(Cc2c[nH]c3ccccc23)CC1,-0.4,0.9
COC(=O)CSc1nnc(CNC(=O)c2cccs2)n1-c1cc(OC)ccc1OC,-0.4,-0.9
O=S(=O)(O)c1cccc2c(N=Nc3ccc(O)c4ncccc34)cccc12,-0.7,-0.1
CC(C)NC(=O)CC(c1ccccc1)c1cc(Br)ccc1O (centres undefined),-1.6,0.0
COc1cc(-c2cn[nH]c2N)cc(OC)c1OC,-1.5,2.0
O=C(CCS(=O)(=O)c1ccc(Br)s1)NCc1ccc2c(c1)OCO2,2.2,2.1
Cc1ccc(C2=CC(=O)C[C@H](c3ccc(Cl)cc3)C2)cc1,1.6,1.9

# Whole records, looked up by structure. Order of values: GAA850 FXN act, DAX1 inh
# Profile of O=S(=O)(O)c1cccc2c(N=Nc3ccc(O)c4ncccc34)cccc12 : -0.7, -0.1
# Profile of Cc1nn(Cc2ccccc2)c(C)c1NC(=O)c1noc2c1CCc1ccccc1-2 : -2.7, -1.6
# Profile of COc1ccc(C(N)c2nccc3cc(OC)c(OC)cc23)cc1OC (centres undefined) : 1.3, 0.4
# Profile of CC(=O)NC(c1ccco1)c1ccc2cccnc2c1O (centres undefined) : -5.7, -1.4
# Profile of O=C(c1cccc(F)c1)N1CCN(Cc2c[nH]c3ccccc23)CC1 : -0.4, 0.9

# The list goes on.
SMILES,GAA850 FXN act,DAX1 inh
O=C(O)c1ccc(-n2ncc(Cl)c(Cl)c2=O)cc1,4.0,1.6
COc1cc(NC(=O)c2cccnc2)c(OC)cc1NC(=O)c1ccc(Br)cc1,1.5,-1.0
COc1ccc(/C=C2\Oc3cc(OCC(=O)N4CCC[C@H]4C(=O)O)ccc3C2=O)c(OC)c1,-0.1,6.7*
Cc1cc(NC(=O)c2ccc(F)cc2F)n(-c2nc3ccccc3[nH]2)n1,1.9,0.8
CCC(C(=O)NC1CCCC1)N(Cc1ccc2c(c1)OCO2)C(=O)c1snc(C(N)=O)c1N (centres undefined),2.9,-0.6
CC(C)n1cnc2cc(NCc3ccco3)ccc21,-1.8,1.4
COc1cccc(Nc2nc3ccccc3nc2NS(=O)(=O)c2ccc(NC(C)=O)cc2)c1,-0.6,0.0
Cc1ccc(C2Nc3ccc4ccccc4c3C3=C2C(=O)CC(C)(C)C3)o1 (centres undefined),3.8,0.1
Cc1oc2cc(Br)c(O)c(Br)c2c1-c1ccccc1,1.0,0.3
CC(C)n1cnc2c(Nc3cccc(Cl)c3)nc(N(CCO)CCCO)nc21,7.6,-2.0
COc1ccc(NC(=O)c2ocnc2C)cc1OC,3.2,0.1
COc1ccc(C)cc1Nc1nc(N)c2cc(OC)c(OC)cc2n1,-1.7,-1.0
COc1cc(C(=O)NCc2ccc(-n3cccc3)cc2)cc(OC)c1OC,-2.3,0.2
CCOC(=O)C1Oc2ccccc2C(c2ccoc2)=C1C(=O)OC (centres undefined),1.1,-0.8
Cc1ccc(S(=O)(=O)/N=C2/C=C(Sc3ncn[nH]3)C(=O)c3ccccc32)cc1,-20.9,-6.6
CN(CC(=O)Nn1cnnc1)S(=O)(=O)c1ccccc1,3.1,0.8
O=C(Nc1cccc(/C=C/c2ccccn2)c1)c1ccc(-n2cncn2)cc1,-3.8,-2.9
c1ccc(C[C@H]2CNCCN2CCC23CC4CC(CC(C4)C2)C3)cc1,1.5,3.0
Oc1c(Br)cc(/C=N/n2c(-c3ccccc3)n[nH]c2=S)c(O)c1Br,2.5,-0.8
COC(=O)c1ccccc1NC(=O)Nc1nnc(N2CCCCC2C)s1 (centres undefined),-0.1,0.0
COc1ccc(CN(C(=O)c2snc(C(N)=O)c2N)C(C(=O)NC(C)(C)C)c2ccco2)cc1 (centres undefined),-0.4,0.1
CC(C)c1ccc(-c2nnn(CCC(=O)O)n2)cc1,-17.6,-3.1
CCCSc1ncnc2c1oc1ccccc12,2.6,0.7
CS(=O)(=O)NCc1ccc(C(=O)NC2CCCCC2)cc1,-2.5,1.2
COc1ccc(N2CCN(CCCNC(=O)C3(S(=O)(=O)c4ccc(Cl)cc4)CC3)CC2)cc1,-0.2,-0.3
Cc1cc(NC(=O)CSc2nc3c([nH]c4ccccc43)c(=O)n2-c2cccc(C(F)(F)F)c2)no1,5.3,-1.0
CCC1(c2ccccc2)NC(=O)N(CC(=O)Nc2ccc3c(c2)OCO3)C1=O (centres undefined),-2.4,0.4
CN1CCN(c2ccccc2NC(=O)c2ccc(-c3ccc(Br)cc3)o2)CC1,-4.3,0.1
CCOC(=O)N1CCc2c(sc3c2c(=O)n(-c2ccc(CC)cc2)c(=O)n3CC(=O)NCC2CCCO2)C1 (centres undefined),-0.6,0.0
CN(CC(=O)Nc1ccccc1Cl)C(=O)COC(=O)c1ccccc1[N+](=O)[O-],-2.1,-0.9

# In the list so far, 5 have an aryl thioether with sulfur outside any ring.
SMILES,GAA850 FXN act,DAX1 inh
N#Cc1ccc(-c2cccnc2)nc1SCC(=O)Nc1sc2c(c1C#N)CCC2,0.3,0.0
COC(=O)CSc1nnc(CNC(=O)c2cccs2)n1-c1cc(OC)ccc1OC,-0.4,-0.9
Cc1ccc(S(=O)(=O)/N=C2/C=C(Sc3ncn[nH]3)C(=O)c3ccccc32)cc1,-20.9,-6.6
CCCSc1ncnc2c1oc1ccccc12,2.6,0.7
Cc1cc(NC(=O)CSc2nc3c([nH]c4ccccc43)c(=O)n2-c2cccc(C(F)(F)F)c2)no1,5.3,-1.0

# The list goes on:
SMILES,GAA850 FXN act,DAX1 inh
CN1CCN(C2=C(NS(=O)(=O)c3ccccc3)C(=O)c3ccccc3C2=O)CC1,1.7,-0.2
Cc1c(CCC(=O)NCCCn2ccnc2)c(=O)oc2c(C)c3oc4c(c3cc12)CCCC4,-6.5,-3.3
COc1ccc(Cn2c(=O)[nH]c3cc(C(=O)N4CCN(c5ccccc5OC)CC4)ccc3c2=O)cc1,-1.0,-1.6
COc1ccc(NC(=O)COC(=O)CCCc2c[nH]c3ccccc23)cc1OC,1.2,-0.1
CCOC(=O)C1=C(O)/C(=C/c2cn(CC(=O)NCC3CCCO3)c3ccccc23)SC1=Nc1ccc(C)cc1 (centres undefined),2.5,-1.1
COc1ccc(C2CC(c3c(O)cc(C)oc3=O)=NCCS2)c(OC)c1 (centres undefined),1.2,0.5
O=c1c([N+](=O)[O-])c(N2CCCCC2)c2ccccc2n1-c1ccccc1,-1.9,0.4
Cc1cccc(NC(=O)CSc2nnc(-c3ccco3)c(-c3ccco3)n2)c1C,2.0,0.0
O=C(Nc1ccccc1Cl)ON=C1c2ccccc2-c2ccccc21,0.1,2.4
O=C1Nc2ccccc2C(O)(C(=O)NCc2ccco2)N1c1ccc(Cl)c(Cl)c1 (centres undefined),-2.4,1.3
COc1ccc(CCn2c(NN=C3CCCCC3)nc3c2c(=O)[nH]c(=O)n3C)cc1,0.5,0.5
CCOC(=O)N1CCN(C(=O)CSCC(=O)N=c2sc3ccccc3n2C)CC1,-2.1,-0.2
COc1ccc(S(=O)(=O)N(C)C[C@H]2Oc3c(NC(=O)Nc4ccc(C(F)(F)F)cc4)cccc3C(=O)N([C@H](C)CO)C[C@@H]2C)cc1,-3.7,-1.8
OCC[C@@H]1C[C@H](O)[C@@H](O)[C@]2(Cc3ccccc3O2)O1,0.2,-0.2
COc1cc(C2c3c(-c4ccccc4)n[nH]c3C(=O)N2c2ccc(C(=O)O)cc2)ccc1O (centres undefined),-1.0,1.3
COc1ccc(-c2c3c(nc4sc5c(Cl)nc(C)nc5c24)CCC3)cc1,-1.8,1.8
CC(=O)O[C@H]1[C@H](O)[C@H](Oc2c(O)c(C)c3c4c2[C@@H](C)CC[C@@H]4[C@@H](C)C[C@H]3C=C(C)C)O[C@@H](C)[C@H]1O,2.6,1.3
OCCCc1nc2n(n1)C(c1ccccc1)C=C(c1ccccc1)N2 (centres undefined),-0.3,0.1
CC(C)NC(=O)NC(=O)CSc1nnc(COc2ccccc2F)n1C(C)C1CC2CCC1C2 (centres undefined),-0.2,1.1
Cc1ccc(S(=O)(=O)N2CCN(C(=O)c3ccnn3C)CC2)cc1C,0.6,-0.1
C=C[C@](C)(CC[C@@]1(C)C(C)CC(OC2OC(C)C(OC3OC(COC(C)=O)C(O)C(O)C3O)C(O)C2O)[C@@]2(C)C(C)=CCCC12)OC1OC(C)C(O[C@@H]2O[C@@H](C)C(O)C(O)[C@H]2O)C(O)C1O (some centres undefined),-1.1,-1.6
CC(C)n1c(S(=O)(=O)O)nc2ccccc21,-0.6,-0.4
CCC(=O)N1CCc2cc(Br)cc(S(=O)(=O)CCC(=O)NCc3ccco3)c21,1.1,3.3
COc1ccc(N2C(=O)C(Cl)=C(N3CCN(Cc4ccccc4)CC3)C2=O)cc1,-4.0,-0.3
CCO[C@@H]1OC(C(=O)N2CCN(Cc3ccc4c(c3)OCO4)CC2)=C[C@H](c2csc3ccccc23)[C@H]1CCCO,-0.7,-0.9
CCN(CC)c1ccc(S(=O)(=O)N2CCOCC2)cc1NC(=O)CSc1nncs1,0.6,0.7
O=C(CSCc1ccccc1)Nc1ccc(Cl)cn1,6.2,1.1
O=C(COc1ccc2c3c(c(=O)oc2c1)CCCC3)NCCN1CCOCC1,-1.2,1.1
Cc1ccc(C2(C(=O)N3CCC(n4nc(-c5ccccc5)oc4=O)CC3)CC2)cc1,0.5,0.1
CC(C)c1ccc(S(=O)(=O)c2nnn3c2nc(NCC2CCCO2)c2ccccc23)cc1 (centres undefined),0.2,0.3
Cc1ccc(CC(=O)Nc2nnc(-c3ccc(F)cc3)o2)c(C)c1,0.7,-0.5
CC(C)C1Nc2ccc(C(=O)NC3CCCCC3)cc2NC1=O (centres undefined),-4.0,2.2
COc1ccc2cc(/C=C/C(=O)N3CCN(CC(=O)N4CCCCCC4)CC3)ccc2c1,0.8,-0.1
Cc1cccc([C@@H]2[C@@H]3C(=O)N(Cc4ccccc4)C(=O)[C@@H]3[C@]3(C)C(=O)N(c4ccc(C(F)(F)F)cc4)C(=O)N23)c1,1.1,0.9
CCCCCCCCCCCCCCCC[N+](C)(C)CCN(Cc1ccc(OC)cc1)c1ncccn1,-3.0,0.2
COc1cc(/C=C/C(=O)c2ccc3c(c2)OCO3)cc(OC)c1OC,-1.8,-2.0
Cc1[nH]n(C(N)=S)c(=O)c1N=Nc1cccc([N+](=O)[O-])c1C,1.9,3.8
CCOc1ccc(C(=O)CC(C(=O)O)N2CCN(Cc3ccccc3)CC2)cc1 (centres undefined),4.1,0.7
CC1=Nc2nc(N3CCCCCC3)c(C#N)c3c4c(nc(c23)N1)N(c1ccc2ccccc2c1)C(=O)C4,-0.2,0.3
O=C(NCc1ccco1)c1sc2cccc(F)c2c1Cl,4.7,-0.5
CCOC(=O)CSC1=C(C#N)C(c2ccco2)C(C(=O)OCc2ccccc2)=C(C)N1 (centres undefined),1.1,0.4
CC(=O)N1CCc2cc(S(=O)(=O)NCCC(=O)N3CCc4ccccc4C3)ccc21,0.9,0.6

# This is a subset; count on the stated rates, not on these rows.
